Compound activity from PubChem.
E coli growth: reduces bacterial viability in AddAB counter-screen. E. coli V3065 growth, OD600 absorbance, 18 h. inhibition, % at 11.9 µM. 330,000 compounds, 0.27% hits;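 active = inhibition above the campaign's mean inhibition across all tested compounds plus 3 SD, cut at about 9.9% in these data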;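 note: uninfected addAB+ strain grown without phage in ampicillin broth; 0% = DMSO wells and 100% = ciprofloxacin 0.95 µg/ml wells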
AddAB inh: less growth of phage-infected E. coli with AddAB | E. coli expressing H. pylori AddAB, absorbance growth | inhibition, % at 11.9 µM | 330,000 compounds, 0.29% hits | AID 435030; in the data active = inhibition above about 12%;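 note: 0% = vehicle wells of infected cells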
OPRM1-OPRD1 inv: mu-delta opioid heterodimer inverse agonism; P35372+P41143; cell-based MOR-DOR heterodimer luminescence; inhibition, % at 9.3 µM; 340,000 compounds, 0.21% hits; in the data active = inhibition above about 22%, passing the limit was not always enough;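 note: 0% = cells with DMSO and 100% = wells without cells with DMSO; values of inactives mirror those of a sister screen read the other way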
Tat export inh: inhibitors of E. coli Tat protein transport | E. coli MC4100 TorA-mCherry Tat export, fluorescence | inhibition, % at 10 µM | 340,000 compounds, 0.036% hits;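 active = mean replicate inhibition at least 50% and at least half of replicates individually reaching 50%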;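 note: exported cargo escapes ClpAP degradation while cytoplasmic cargo is degraded and loses fluorescence; 0% = median of neutral control wells and 100% = median of NaSCN control wells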
phage Ecoli inh: E. coli growth loss with phage present. growth absorbance. AID 651602. 360,000 compounds, 0.26% hits. inhibition, % at 11.9 µM; in the data active = inhibition above about 11%
PKA-R2B act: activators of human PKA-R2B complex; 340,000 compounds, 0.079% hits; PKA-R2B holoenzyme dissociation, Cy5-IP20 fluorescence polarization; R2B truncated from residue 108, S112A mutant; 0% DMSO only, 100% 113 µM cGMP; activation, % at 11.4 µM; AID 504700; P22694+P31323;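 active = activation above a cutoff set at the mean over all compounds plus 3 SD, cut at about 18% in these data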;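 note: higher means more holoenzyme dissociation and a rise in polarization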
Target sequence (P31323 whole entry, looked up, other chains not shown, the tested form may be a part): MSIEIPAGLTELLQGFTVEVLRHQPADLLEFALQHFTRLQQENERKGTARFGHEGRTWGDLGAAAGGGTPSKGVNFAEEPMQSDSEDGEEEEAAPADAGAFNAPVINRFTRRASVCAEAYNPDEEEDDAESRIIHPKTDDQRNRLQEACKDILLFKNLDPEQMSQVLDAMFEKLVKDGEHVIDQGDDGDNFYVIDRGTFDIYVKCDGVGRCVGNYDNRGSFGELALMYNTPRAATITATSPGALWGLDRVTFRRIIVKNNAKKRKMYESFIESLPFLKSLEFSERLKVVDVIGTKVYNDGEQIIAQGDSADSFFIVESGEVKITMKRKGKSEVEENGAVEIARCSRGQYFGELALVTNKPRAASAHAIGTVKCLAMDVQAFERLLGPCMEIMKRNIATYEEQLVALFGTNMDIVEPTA
SUMO Mot1 rescue: SUMOylation pathway inhibition by Mot1-301 growth rescue; S. cerevisiae Mot1-301 growth rescue, ATP luminescence, 38.5C; percent above DMSO median, 100 means doubled; growth rescue, % at 18.8 µM; 320,000 compounds, 1% hits; AID 2716;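 active = every valid replicate shows activation above 250% relative to neutral control wells; inactive = the rest, any valid replicate at or below 250%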;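 note: OY570 slx delta 5 strain wells were the positive control but not used for scaling; some compounds called inactive have numbers as strong as hits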
PKA-R1A activ: activates the PKA-R1A holoenzyme complex. activation, % at 11.4 µM. AID 504707. PKA-R1A dissociation, Cy5-IP20 fluorescence polarization; scaled: DMSO 0%, 113 µM cGMP 100%. 340,000 compounds, 0.083% hits;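 active = percent activation above the mean of all tested compounds plus 3 SD, cut at about 19% in these data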;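 note: higher means more PKAc released from R1A so a rise in polarization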
MOR-DOR ag: agonists of human mu-delta opioid receptor heterodimerization; P35372+P41143; activation, % at 9.3 µM; AID 504326; cells, OPRM1-OPRD1 heterodimerization, luminescence; 340,000 compounds, 0.3% hits; in the data active = activation above about 18%;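 note: 0% = vehicle-treated cells and 100% = reference agonist; values of inactives mirror those of a sister screen read the other way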
HTR5A inv ctr: inverse agonist of human HTR5A in OPRM1-OPRD1 counter-screen. P47898. HTR5A cell line, luminescence, inverse agonism. inhibition, % at 9.3 µM. 340,000 compounds, 0.083% hits. AID 504634; in the data active = inhibition mostly above about 23%, no sharp cut-off; inactive = mostly below about 18%;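 note: 0% = cells with DMSO and 100% = no-cell wells with DMSO; some compounds called inactive have numbers as strong as hits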
Target sequence (P47898 whole entry, looked up): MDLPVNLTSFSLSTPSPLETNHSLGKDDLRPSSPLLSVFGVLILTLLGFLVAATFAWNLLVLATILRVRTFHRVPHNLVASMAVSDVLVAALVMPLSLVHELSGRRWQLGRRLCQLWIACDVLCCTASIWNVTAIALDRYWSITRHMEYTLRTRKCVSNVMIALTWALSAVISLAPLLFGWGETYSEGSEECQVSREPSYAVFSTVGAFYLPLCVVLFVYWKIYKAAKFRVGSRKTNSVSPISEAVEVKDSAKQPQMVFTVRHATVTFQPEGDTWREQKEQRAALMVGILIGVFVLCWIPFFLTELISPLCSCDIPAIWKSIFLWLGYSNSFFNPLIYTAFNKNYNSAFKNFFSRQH
PfHsp90 yeast 2: reduces growth (ATP signal) of yeast expressing P. falciparum Hsp90 | S. cerevisiae expressing PfHsp90, BacTiter-Glo ATP, 48 h; yeast lacking PDR1 and PDR3 efflux regulators | inhibition, % at 9.4 µM | 310,000 compounds, 0.32% hits | AID 504621;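 active = every replicate shows inhibition above about 80%, whatever the replicate mean, limit read from the data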;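 note: 0% = DMSO neutral controls and 100% = 20 µM radicicol positive controls; yeast relying on Plasmodium falciparum Hsp90 in place of its own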
Starred values were filed as active, the others as inactive; x = not tested or not shown.

Second line of a record: PfHsp90 yeast 2, PKA-R1A activ, HTR5A inv ctr, E coli growth, phage Ecoli inh, Tat export inh, MOR-DOR ag, OPRM1-OPRD1 inv, AddAB inh, SUMO Mot1 rescue, PKA-R2B act
CC(C)(C)c1ccccc1NC(=O)CN1C(=O)NC2(CCCC2)C1=O
  -10.2, 16.5, 6.1, -4.3, 2.3, -2.5, 0.5, -4.0, 0.7, 27.2, 5.1
Cc1ccc(-n2c3c(cc(C(=O)NCC(=O)c4ccccc4)c2=O)C(=O)CCC3)cc1
  3.0, -4.8, -5.5, 0.0, -0.4, 6.4, -1.6, 11.2, -0.6, 8.9, 5.9
Cc1nn(-c2ccccn2)c2c1C(=O)CC(C)(C)C2N=[N+]=[N-] (stereo unspecified)
  7.9, -3.6, -1.6, x, 1.2, -5.9, -0.8, 3.6, x, x, 0.2
O=C(c1ccc(-n2cnnn2)cc1)N1CCOCC1
  -12.4, -11.2, -27.0, 1.1, 1.9, -4.5, -2.1, 11.2, 4.3, 303.2*, -12.6
CCOc1cc2[nH]c(=S)n(C3CCN(Cc4ccccc4)CC3)c(=O)c2cc1OCC
  -8.6, -8.8, -7.2, -0.2, 0.4, 3.4, -2.2, 10.3, 5.3, -8.1, 7.2
CCN(CC)S(=O)(=O)c1cc(NC(=O)CSc2n[nH]c(N)n2)ccc1C
  7.0, -13.6, 6.2, 0.7, 0.0, 15.0, -1.7, 8.9, 0.1, -3.2, 3.1
OCCN1CCN(CC(O)COCCOc2ccc(Br)cc2)CC1 (stereo unspecified)
  -4.5, -1.4, -18.9, 0.3, 0.9, -9.7, -0.1, 0.7, 5.0, -19.9, -6.3
C/C(=N\NC(N)=O)c1c(F)cccc1F
  -7.9, 1.6, 2.0, -0.6, 1.2, 7.1, -1.9, 9.2, 2.1, -12.1, -11.5
c1cc(SC2CCCCC2)cc(-c2nc3cnccn3c2NC2CCCCC2)c1
  -27.0, 1.4, -19.6, -0.2, 2.9, 4.9, 2.3, -12.2, 1.9, -11.9, -6.3
Cc1cc(NC(=O)COC(=O)CNS(=O)(=O)c2ccc(C)c(C)c2)no1
  23.5, -2.6, 25.7, 2.3, 1.0, -3.9, -0.6, 2.9, 3.7, 3.5, -1.2
Cc1cc(C)c(S(=O)(=O)c2cccc(C(F)(F)F)c2)c(=O)[nH]1
  11.3, -2.8, 5.1, -1.6, 0.3, -0.3, -2.8, 12.6, -1.9, -27.3, 0.2
C=CCNC(=O)c1c(CSc2ccc(Cl)cc2)noc1C(=O)NCc1ccccc1
  -2.0, -1.1, 6.9, 1.5, 0.7, 2.1, 0.6, -3.2, 2.9, 2.4, -13.2
NC(=O)CSc1nnc(COc2cccc3ccccc23)o1
  12.9, 2.5, -2.6, -0.3, -1.3, -3.9, -0.5, 2.6, -0.9, -2.4, -8.6
OCC#CCSc1nnc(-c2ccncc2)o1
  1.4, 7.5, -42.7, -2.7, 2.4, 1.1, -4.5, 19.8, 1.2, -19.2, 1.8
O=Cc1cccc2ccc3cccc(C(=O)O)c3c12
  -5.9, 4.3, -22.5, -2.9, 2.1, -5.3, -0.1, 0.5, -1.1, 2.6, 2.1
COc1ccc(-n2ncc3c2CC(C)(C)CC3NC(=O)CCn2cncn2)cc1 (stereo unspecified)
  -17.7, -8.8, 11.7, x, 1.7, -8.1, 2.5, -8.1, x, -3.9, -5.1
Cc1ccc(C(=O)N2CCCCC2)cc1NC1=C(Cl)C(=O)N(Cc2ccccc2)C1=O
  4.0, 6.1, 2.5, -3.3, -0.3, 4.5, 2.1, -8.0, -0.1, x, 1.1
Cn1c(=O)c2c(-c3ccccc3)n(Cc3cccnc3)cc2n(C)c1=O
  6.8, 5.7, -4.3, -0.1, 0.9, -1.6, -1.9, 9.3, 4.3, 290.1*, -12.2
Cn1c(Cc2cccs2)n[nH]c1=S
  22.4, -0.7, 6.8, 1.5, 3.0, 1.5, -1.7, 10.4, 2.9, -8.1, -1.3
CCN(CC)CCN(Cc1cc2cccc(C)c2[nH]c1=O)C(=S)Nc1ccccc1
  -8.1, 3.4, 0.1, -0.4, 1.4, 1.6, -2.0, 9.3, -1.4, 8.4, -2.2
O=C(O)c1ccc(N2C(=O)Nc3ccccc3N2O)cc1
  1.5, 2.7, 11.1, 1.4, 3.0, -11.0, -1.6, 8.9, -2.0, -10.9, -7.5
CS(=O)(=O)Nc1cccc(-c2cnc3ccccc3n2)c1
  15.3, -13.3, 3.4, -1.8, 0.3, -5.5, -2.5, 13.0, -0.7, 1.9, 3.8
COC(=O)CSc1ncc(S(=O)(=O)c2ccccc2)c(=O)[nH]1
  -12.8, -2.9, 0.1, 0.9, -0.2, 6.8, -3.1, 14.1, 0.5, -5.1, 3.8
O=C(CSc1n[nH]c(-c2ccccc2)n1)N1CCCC1
  0.9, 4.1, -6.3, -0.4, 1.2, 2.4, 0.2, -2.1, 0.8, -10.2, -2.4
O=C(Nc1ccc2c(c1)CCC2)c1ccc(Cl)nc1
  18.4, 2.1, -4.3, 1.4, 2.3, 1.0, 2.2, -11.2, 5.8, 0.0, -4.4
Cn1c(=O)oc2cc(S(=O)(=O)N3CCC(C(=O)Nc4ccc(OC(F)(F)F)cc4)CC3)ccc21
  6.4, -7.5, -3.3, 0.2, 1.5, -7.6, -2.1, 10.8, -0.8, 14.6, -4.8
O=C(O)c1ccc(N=C2c3ccccc3-c3ccccc32)cc1
  -0.3, -14.8, 11.2, x, 3.5, 8.3, -2.1, 10.6, x, x, -12.4
CC(OC(=O)c1cc(=O)[nH]c2ccccc12)C(=O)NCc1ccccc1 (stereo unspecified)
  5.4, -3.3, 4.1, 0.4, 4.8, -10.1, -2.5, 16.2, 1.7, -13.8, -4.1
O=c1[nH]cc(S(=O)(=O)N2CCCc3ccccc32)c(=O)[nH]1
  -5.1, -1.4, 4.8, 0.7, -0.1, -6.2, -1.5, 10.1, 2.6, 19.0, -1.6
Cc1onc(-c2c(Cl)cccc2Cl)c1C(N)=O
  -21.3, -1.3, -10.7, 1.1, 1.6, -9.1, -2.6, 15.0, -0.5, 1.8, 1.2

Brought forward from above: 2 compounds, then new ones.
Second line of a record: PfHsp90 yeast 2, PKA-R1A activ, HTR5A inv ctr, E coli growth, phage Ecoli inh, Tat export inh, MOR-DOR ag, OPRM1-OPRD1 inv, AddAB inh, SUMO Mot1 rescue, PKA-R2B act
O=c1[nH]cc(S(=O)(=O)N2CCCc3ccccc32)c(=O)[nH]1
  -5.1, -1.4, 4.8, 0.7, -0.1, -6.2, -1.5, 10.1, 2.6, 19.0, -1.6
Cc1onc(-c2c(Cl)cccc2Cl)c1C(N)=O
  -21.3, -1.3, -10.7, 1.1, 1.6, -9.1, -2.6, 15.0, -0.5, 1.8, 1.2
O=C(CCC1CCCC1)Nc1ccc(C(=O)NCc2cccnc2)cc1
  6.0, -5.5, 8.7, -2.3, 4.0, -13.0, 0.5, -3.4, -0.2, -5.4, -1.2
Cc1ccc(C(=O)Cn2cnc3ccccc3c2=O)cc1C
  13.9, -7.7, -53.0, 1.5, 2.6, 3.6, -1.0, 5.5, -0.5, -7.6, -4.8
COc1ccc(NC(=O)CS(=O)(=O)Cc2ccccc2)c([N+](=O)[O-])c1
  -2.5, -3.6, -10.3, 0.5, 3.6, -1.1, 0.9, -4.4, 0.6, -3.7, 0.8
Cc1ccc(NC(=O)NNC(=O)COc2ccc3ccccc3c2)cc1
  14.6, 1.9, -12.4, -0.4, -1.8, -6.4, 2.1, -11.0, 0.3, 141.6, -9.1
O=C(NCCC1=CCCCC1)NC12CC3CC(CC(C3)C1)C2
  -27.5, -6.1, -15.3, 0.6, 3.4, -1.0, -1.8, 10.7, 4.6, -11.0, 6.0
O=C(CCN1CCOCC1)c1ccc(N2CCCCC2)cc1
  13.0, -4.9, -1.1, 0.3, -0.6, 0.7, -3.4, 19.9, -0.2, 93.0, -13.2
COc1cc(CC(NC(C)=O)C(=O)NC2CCN(C(=O)Nc3ccc(C)cc3)CC2)cc(OC)c1 (stereo unspecified)
  -15.9, 9.8, -13.2, -0.1, -0.6, -3.5, -1.8, 9.6, 2.7, -9.8, 3.7
Cc1cc(C)nc(SCCS(=O)Cc2ccc(Cl)cc2)n1 (stereo unspecified)
  10.2, 0.6, -33.7, 1.3, 0.1, 8.1, -3.5, 19.8, 1.1, 6.4, 8.9
CCCN1CNC(=S)N(c2ccccc2OCC)C1
  15.0, -8.1, 5.2, -1.8, 2.5, -2.0, -3.4, 18.1, -1.6, 105.3, -8.1
Cc1sc(NC(=O)CSc2nnnn2C)c(C#N)c1C
  -2.0, 2.7, 8.6, 1.9, 3.7, 0.8, -1.5, 7.5, 6.1, 3.5, -5.5
COc1ccc(CN2CCN(C3CCC3)CC2CCO)c(C)c1C (stereo unspecified)
  7.5, -7.4, 11.8, -1.9, 2.5, 1.1, -2.8, 13.1, 3.2, 344.5, 2.0
CCOc1ncccc1C(=O)Nc1ccc(S(=O)(=O)NC2=NCCCCC2)cc1
  -11.6, -0.9, 11.6, 0.8, 3.3, -9.3, -1.1, 5.2, 2.1, -10.4, 0.1
O=C(Cc1ccccc1)NCCc1cnc[nH]1
  10.2, -7.0, -2.0, 2.5, 2.7, -9.0, -3.0, 16.7, 1.2, -10.3, -3.1
COc1ccc(N(CC(=O)NCCC2=CCCCC2)S(C)(=O)=O)cc1
  x, 0.8, -53.9, -1.9, 2.4, 0.4, -0.2, 1.1, -1.6, -12.9, -11.9
Cc1cc(Br)ccc1NC(=O)CN1C(=O)C2C3CC(c4ccccc4)C(C3)C2C1=O (stereo unspecified)
  -4.3, 4.6, -20.2, 0.8, 3.9, 15.8, -1.8, 9.9, 1.4, 438.6, 0.4
CCOC(=O)C1CCN(C2=NC(=O)/C(=C/c3ccccc3OC)S2)CC1
  17.1, 0.3, -2.0, -1.8, -1.1, 2.6, -1.2, 5.6, -0.1, 12.5, -10.9
Cc1cccc(C(=O)NCCCNC(=O)c2ccc(C)nc2)c1
  -2.8, 3.3, 9.8, -1.1, 2.2, 16.6, -0.2, 1.0, 0.9, 1.5, -15.9
CC(C)=C1SC(N2CCCCC2)=NC1=O
  4.8, -12.6, -9.0, -0.2, 1.9, 2.0, -1.6, 9.0, 3.4, -8.2, 9.3
C#CCOCCOCCOCCNc1nc(N2CCN(C(=O)[C@H](CCC(=O)O)n3cc([C@@H](N)CCCCN)nn3)CC2)nc(N2CCN(C(=O)[C@H](CCC(=O)O)n3cc([C@@H](N)CCCCN)nn3)CC2)n1
  0.9, -2.7, -4.6, -3.4, 1.2, 0.5, -2.9, 13.8, 0.8, -0.8, -0.8
Fc1ccc(-c2nnc(-c3ccc4ccccc4c3)o2)cc1
  x, -1.0, 3.3, x, -0.1, -2.6, 0.4, -2.3, x, x, 8.1
Cc1ccc2sc(=O)[nH]c2c1
  -2.3, -4.6, 6.8, 0.0, 1.8, 1.6, -2.0, 9.8, 1.9, -2.5, 3.9
CC(OC(=O)CSCC(=O)Nc1ccc(Cl)cc1)C(=O)N(C)Cc1ccccc1 (stereo unspecified)
  x, 6.0, -10.8, x, -0.4, -1.5, -0.1, 0.8, x, x, 2.6
